Assay outcomes: PubChem, National Center for Advancing Translational Sciences (NCATS)
ERG-DNA inh: ERG Ets/DNA interaction inhibition | AID 624246 | fluorescence polarization, His-ERG Ets domain / labelled DNA | Potency, µM (series often up to 76.9 µM), without a hit: top-dose FP activity, negative = inhibition, hits mostly inhibitors | P11308 | 370,000 tested, 0.028% active; active means well fitted inhibition curve with a large enough effect in the polarisation, with a control signal flat; inconclusive means small, poorly fitted or top-dose-only effect, or effect the other way, or a change in a side signal; inactive means no such curve, though single readings can be large or run the other way; the % refers to the polarisation;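 further: polarization taken with two DNA probes labelled with fluorescein and Texas red; potency means the concentration at half of the fitted maximal effect; % of control where 0% means no effect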
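His-tagged ERG Ets domain (1 uM in the protein solution; 300mM KCl, 50mM Tris-HCl, 1mM EDTA, 1mM DTT, pH 7.5) received compound, then a probe mix of 5 nM fluorescein-DNA and 100nM Texas-615-DNA. Fluorescence polarization was read for both dyes.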
D2 ag: activates the human D2 dopamine receptor; P14416; HEK293 T-REx D2 cells, calcium flux agonist mode; activation, % at 2 µM; 340,000 tested, 0.53% active; AID 485358;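 active means activation over 3 SD above normal in the single-dose calcium agonist read, cut at about 30% in these data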; further: 0% is about no effect
Target sequence (P14416 whole entry, looked up): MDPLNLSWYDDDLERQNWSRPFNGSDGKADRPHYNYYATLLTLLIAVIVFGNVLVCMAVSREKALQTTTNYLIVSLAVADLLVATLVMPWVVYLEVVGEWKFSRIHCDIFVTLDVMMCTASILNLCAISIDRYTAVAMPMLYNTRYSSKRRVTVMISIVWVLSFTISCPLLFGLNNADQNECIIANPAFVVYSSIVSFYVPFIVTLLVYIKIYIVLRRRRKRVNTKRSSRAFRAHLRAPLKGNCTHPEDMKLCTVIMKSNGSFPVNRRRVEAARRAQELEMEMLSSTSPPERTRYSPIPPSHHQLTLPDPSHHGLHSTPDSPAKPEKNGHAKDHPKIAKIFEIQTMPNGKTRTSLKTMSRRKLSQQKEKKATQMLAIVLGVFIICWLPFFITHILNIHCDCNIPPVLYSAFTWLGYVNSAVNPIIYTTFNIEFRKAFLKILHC
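HEK293 Trex D2 cells, tetracycline-induced, o/n 30 C 5% CO2; no-wash Ca dye, RT 30–90 min; 10-cycle baseline, 23 nl cpd added, kinetic Ca read 180 s; agonist hits = positive Ca response.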
LDHA inh: LDHA (human) enzyme inhibition; purified LDHA, NADH/diaphorase-resazurin fluorescence; stronger effect = lower value; activity change, % (values are at about 110 or 230 µM); 480,000 tested, 0.15% active; in the data active means activity change below about -30%; inconclusive means mostly about -25% to -30%;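 further: plate controls were DMSO wells for no effect and wells without enzyme for full effect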
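LDH5 2 nM; NADH 0.06 mM, pyruvate 0.2 mM; 200 mM Tris pH 7.4, EDTA, Tween-20; 5 min RT. Detection: diaphorase 0.133 mg/mL + resazurin 37 µM, fluorescence ex540/em590 at 0 and 20 min; normalized to enzyme-free and DMSO wells.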
Vif-A3G inh: blocks the Vif interaction with human APOBEC3G | AID 602310 | HeLa A3G-eYFP + Vif (tagged APOBEC3G with the HIV-1 protein that degrades it), YFP fluorescence, overnight | Potency, µM (series often up to 46.1 µM), inactives show at the highest dose activity, negative = active, actives largely listed as inhibitors | 410,000 tested, 0.076% active;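 further: potency means the concentration at half of the fitted maximal effect; on the % scale 0 is the no-effect control and ±100 the full control effect; nearly all actives have a fitted effect of over 60% in size; hits raise eYFP signal because A3G escapes Vif-driven loss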
Target sequence (Q9HC16 whole entry, looked up): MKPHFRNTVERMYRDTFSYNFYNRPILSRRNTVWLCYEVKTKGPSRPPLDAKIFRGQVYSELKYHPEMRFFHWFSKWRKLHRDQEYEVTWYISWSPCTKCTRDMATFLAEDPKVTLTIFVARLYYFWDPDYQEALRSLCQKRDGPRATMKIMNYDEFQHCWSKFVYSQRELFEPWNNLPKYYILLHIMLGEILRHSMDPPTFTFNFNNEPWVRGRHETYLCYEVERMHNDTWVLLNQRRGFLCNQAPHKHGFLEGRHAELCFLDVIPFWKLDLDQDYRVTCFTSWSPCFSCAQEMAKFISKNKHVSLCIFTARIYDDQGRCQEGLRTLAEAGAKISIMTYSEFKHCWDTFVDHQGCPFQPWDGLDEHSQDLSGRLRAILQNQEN
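Read-out is eYFP fluorescence (Ex 488/Em 500-530) from Vif-expressing HeLa A3G-eYFP cells; more signal means A3G escaped Vif-mediated degradation. Cells plated overnight, compound pinned in, incubated overnight at 37 deg C.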
RGS4 inh: blocks human RGS4-accelerated GTP hydrolysis | P49798 | Transcreener GDP fluorescence polarization, RGS4-accelerated GTP hydrolysis | Potency, µM (highest dose often 114 µM), without a hit: at the highest dose activity change, negative = inhibition, usual class: inhibitors | 390,000 tested, 0.039% active | AID 504845; further: potency means the concentration at half of the fitted maximal effect; on the % scale 0 is the no-effect control and ±100 the full control effect; nearly all actives have a fitted effect of over 75% in size; some results filed as inactive show a strong effect at the top dose
Target sequence (P49798 whole entry, looked up): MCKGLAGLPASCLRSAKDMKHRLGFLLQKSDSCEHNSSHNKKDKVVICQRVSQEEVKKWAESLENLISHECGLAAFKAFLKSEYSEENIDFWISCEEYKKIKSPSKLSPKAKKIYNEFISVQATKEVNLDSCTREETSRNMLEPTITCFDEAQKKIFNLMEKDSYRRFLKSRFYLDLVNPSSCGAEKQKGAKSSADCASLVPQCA
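MLSMR compounds (23 nl, pin-transferred) preincubated 10 min at room temperature with a 500nM (2x) first reagent, then RGS4 at 900nM (2x) plus Transcreener GDP mix added; fluorescence polarization (620/688 nm) read before and after 90 min at 30 °C.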
Vif-A3F inh: inhibitors of Vif-A3F interaction; HeLa A3F-eYFP + Vif (tagged APOBEC3F with the HIV-1 protein that degrades it), YFP fluorescence increase; Potency, µM (doses to about 46.1 µM), for the others: at the top dose activity, negative = active; 390,000 tested, 0.2% active; AID 602313; further: potency means the concentration at half of the fitted maximal effect; % of control where 0% means no effect; nearly all actives have a fitted effect of over 65% in size
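HeLa cells stably expressing A3F-eYFP plus Vif, plated and incubated overnight at 37 deg C, then exposed to compounds overnight at 37 deg C. Blocked degradation read as raised yellow fluorescence (Ex 488/Em 500-530).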
D2 antagonist: antagonizes the human D2 dopamine receptor. P14416. HEK293 TREx D2 cells, calcium flux, dopamine EC80. inhibition, % at 10 µM. 340,000 tested, 2% active. AID 485344; in the data active means inhibition above about 30%; further: 0% is about no effect
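Compounds are added to dye-loaded, induced HEK293 T-REx cells coupled to calcium release via D2; after a 3 min kinetic read an EC80 dopamine stimulus is given and fluorescence is recorded for 3 more min.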
Glioma ERSR ind: ER stress response induction in glioma | U87-MG GRP78 promoter luciferase reporter, 16 h | Potency, µM, inactives show top-dose activation, usual class: activators | 420,000 tested, 0.02% active; further: potency means the concentration at half of the fitted maximal effect; series mostly up to about 76 µM; % of control where 0% means no effect; nearly all actives have a fitted effect of over 35% in size
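Stably transfected U87-MG glioma cells carrying a GRP78-based luciferase sensor; 16 h compound incubation. Luminescence end-point read 10 min after Bright-Glo addition at room temperature.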
ALOX12 inh: blocks human arachidonate 12S-lipoxygenase | P18054 | purified 12hLO, xylenol orange hydroperoxide absorbance | Potency, µM (series often up to 108 µM), for the others: at the highest dose activity change, negative = inhibition, usual class: inhibitors | 580,000 tested, 1.1% active; further: potency means the concentration at half of the fitted maximal effect; on the % scale 0 is the no-effect control and ±100 the full control effect
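Hydroperoxide product was detected by ferrous iron/xylenol orange as the 573 to 405 nm absorbance ratio. Arachidonic acid at 40 uM (final) was turned over for 30 min at room temperature by 150 nM human 12hLO, pH 7.0 Hepes buffer, after 15 min compound preincubation.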
Numbers without * were called inactive; i = inactive; ? = inconclusive; . = not tested or not shown; & = joins results of further samples; [ ] = remark or other dose. Unless noted, the call rests on the fitted dose curve; in most records, active means well fitted curve in the direction sought with a large enough effect; inconclusive means small, poorly fitted or top-dose-only effect, or another doubt; inactive means no such curve, though single readings can be large; an effect the other way counts as inactive or inconclusive.

Results follow in this order: Vif-A3F inh	D2 antagonist	LDHA inh	RGS4 inh	Glioma ERSR ind	ALOX12 inh	D2 ag	ERG-DNA inh	Vif-A3G inh
- CCCCCCCCCCCCN1[C@@H](CC(=O)O)c2cc(C(F)(F)F)ccc2S1(=O)=O
 : -14%	.	6	-2%	2%&-1%	?	.	14%	-8%&-4%
- COc1ccc(N2CCN(C(=O)C3CCCN(S(=O)(=O)c4cccc5cccnc45)C3)CC2)cc1 (centres undefined)
 : -1%	-7	0	-18%	-1%	i	-1.5	-2%	0%
- COc1ccc(/C=C2\SC(=S)N(NS(=O)(=O)c3ccccc3)C2=O)c(OC)c1
 : 1%	8	-6	4%	4%	?	-0.1	13%	0%
- CCOC(=O)C1CCN(C(=O)CSc2cc(=O)n(C)c3ccccc23)CC1
 : -11%	15	-6	-5%	-3%	4%	0.3	-1%	2%
- Cc1cccc(NC(=S)NCC(c2cccnc2)N(C)C)c1 (centres undefined)
 : 1%	11	-6	3%	-2%	17%	-0.1	-1%	0%
- CCN(C(=S)NC(=O)Cc1ccc(OC)cc1)c1ccccc1
 : -1%	.	-7	-13%	-1%	0%	.	-8%	0%
- COC(=O)c1ccc(NC(=O)CSc2nnc(-c3ccncc3)n2N)cc1
 : 2%	-4	4	11%	0%	-11%	0.4	-3%	2%
- Cc1cc(-c2ccccc2)nc(-c2ccccc2)c1C
 : -19%	-1	-7	0%	-2%	-2%	2.3	11%	1%
- Cc1nn(Cc2ccc(Cl)c(Cl)c2)c(C)c1NC(=O)c1noc2c1CCc1ccccc1-2
 : 1%	.	1	17%	-3%	?	1.5	2%	8%
- COc1ccc(CN(Cc2ccc(C(=O)O)cc2)C(=S)Nc2cc(C)cc(C)c2)cc1OC
 : 7%	16	-5	2%[56.9 µM]	-1%	-3%	-0.2	-2%	-2%
- Cc1ccc(S(=O)(=O)N/N=C2/CC(c3ccccc3)Oc3ccccc32)cc1 (centres undefined)
 : -9%	16	2	6%	4%	-19%	0.2	11%	-1%
- COc1ccc(CN(C(=O)c2cccs2)c2ccccc2C(=O)O)cc1
 : 0%	-11	-7	10%	-4%	-6%	-0.4	-5%	-3%
- O=C(CC1C(=O)N(c2ccccc2)C(=S)N1c1ccccc1)c1ccccc1 (centres undefined)
 : 0%	7	-10	1%	-2%	-15%	-0.8	-3%	2%
- COc1ccc(CNC(=O)CCS(=O)(=O)Cc2cccc(Cl)c2)c(OC)c1
 : -8%	-17	-6	6%	-4%	19%	-0.4	6%	-8%
- Cc1cc(C)cc(SCc2noc(C(=O)NCc3ccccc3)c2C(=O)NCc2ccccc2)c1
 : 3%	1	-9	25%	-5%	-9%	0.3	-5%	1%
- Cc1ccnc2nc(C(=O)OCCOc3ccc(F)cc3)nn12
 : 11%	3	-8	-20%	-1%	-1%	0.8	2%	0%
- Cc1cccc(NC(=S)NC(C)C(c2cccs2)N2CCN(C)CC2)c1C (centres undefined)
 : 5%	13	-1	-17%[56.9 µM]	-2%	-22%	1.4	11%	-1%
- C[C@@H]1OC(C2CCCCC2)N(C)[C@H]2C[C@H]3c4[nH]c5ccccc5c4CCN3C[C@@H]12 (some centres undefined)
 : .	.	6	.	-2%	106%[activator]	.	.	-3%
- Cc1c(Cl)cccc1NC(=S)NCCCN(C)C
 : -4%	-17	-11	-1%	0%	-16%	0.1	4%	0%
- CSCCC(NC(=O)COc1ccccc1)C(=O)N1CC(C)OC(C)C1 (centres undefined)
 : -5%	-14	-1	1%	-2%	i	0.4	3%	-2%
- CCC(Oc1cccc(C)c1)C(=O)Nc1ccccc1C(=O)N1CCOCC1 (centres undefined)
 : 2%	.	-1	-2%	-7%	0%	.	1%	-4%
- CN(NS(=O)(=O)c1ccc(F)cc1)c1ncc(C(F)(F)F)cc1Cl
 : -2%	4	-8	17%	-9%	9%	-0.5	0%	2%
- O=C(c1ccc2ncsc2c1)N1CCN(c2ccccc2Cl)CC1
 : ?	.	-1	42%	5%	-2%	.	13%	-14%
- Cc1nn2c(=O)[nH]cnc2c1Cl
 : 3%	.	-1	.	-3%	0%	.	.	1%
- CCc1ccccc1NC(=O)CN(C)C(=O)COC(=O)c1ccccc1Cl
 : 4%	-4	-9	14%	-2%	-15%	0.1	-1%	-3%
- CCOc1ccc(CN2C(=O)c3ccccc3Sc3ccc(C(=O)NC)cc32)cc1
 : -12%	.	-9	11%	-2%	-8%	-0.5	5%	?
- c1cn2c(NC3CCCC3)c(-c3ccc(N4CCOCC4)cc3)nc2cn1
 : 1%	1	-6&3	-18%	0%	18%&-11%	0.1	-1%	1%
- Cn1cccc1Cc1nnc(SCC(=O)NCc2ccccc2Cl)n1-c1ccc(F)cc1
 : 2%	11	1	23%	2%	434%[activator]	1.6	-3%	0%
- CN(C)C1(CNC(=O)c2cccc(S(=O)(=O)NCc3ccccc3)c2)CCCCC1
 : -24%	45*	-9	25%	-4%	-1%	-0.3	0%	1%
- C=CCNC(=O)c1cccc(OC2CCN(CC(C)(C)C)CC2)c1
 : 5%	8	1	8%	-3%	?	0.0	-4%	3%
- COc1ccc2c(c1)CC/C(=C/c1ccncc1)C2=O
 : -9%	-10	-2	21%	10%	.	0.4	1%	-12%
- CCOC(=O)c1ccccc1NC(=O)CSc1nc2ccccc2o1
 : 2%	-23	-4	19%	5%	13%	1.7	-5%	-6%
- Cc1nnc(N(CCC#N)CCC#N)s1
 : -5%	-31	-2	-24%	1%	0%	0.7	5%	0%
- CC1=C(C(=O)N(C)C)CC(CC(=O)NC(c2ccccc2)c2ccccc2)C(=O)N1Cc1ccccc1 (centres undefined)
 : -10%	.	-17	.	-4%	20%	.	.	-4%
- Cc1cc(C)n2nc(CC(=O)NNC(=O)c3ccccc3Cl)nc2n1
 : 2%	3	2	-15%	-1%	13%	0.3	-2%	2%
- O=C(COC(=O)c1cn(-c2ccccc2)nc1-c1ccccc1)c1cccc([N+](=O)[O-])c1
 : 1%	0	-6	-10%	-6%	?	0.7	-5%	3%
- O=C(O)CCN1C(=O)C2C3CC(C2C1=O)C1C(c2ccccc2)c2sc(=O)[nH]c2SC31 (centres undefined)
 : 1%	3	-2	-10%	-2%	-21%	0.5	8%	5%
- CN=C1S/C(=C\c2cccn2-c2cccc(Br)c2)C(=O)N1C
 : -4%	.	-2	-7%	0%	-14%	.	-3%	1%
- O=C(CSc1ccc(-c2ccncc2)nn1)c1ccccc1
 : -7%	1	-9	2%	0%	-21%	-0.7	-9%	0%
- COC(=O)c1ccc(C2Nc3c(C)cc(C)cc3C3C=CCC32)cc1 (centres undefined)
 : 4%	.	0	?	-2%	-4%	.	-3%	-5%
- CCCC(c1nnnn1CCC(C)C)N1CCC(C(N)=O)CC1 (centres undefined)
 : .	12	2	-3%	-2%	0%[57.4 µM]	0.5	0%	1%
- CC(NC(=O)c1ccccc1SCC(=O)N1CCCC1)c1ccccc1 (centres undefined)
 : -7%	5	-4	-15%	-5%	.	-0.9	-9%	1%
- CCc1ccc(-n2c(SCC(=O)Nc3cc(C)[nH]n3)nc3[nH]ncc3c2=O)cc1
 : -4%	-11	-6	-38%	2%	9%	-2.4	-5%	-8%
- CN(C(=O)CSc1nnc(NCc2ccccc2)s1)C1CCS(=O)(=O)C1 (centres undefined)
 : 12%	-6	-5	-16%	-5%	1%	2.1	3%	0%
- CC(=O)Nc1ccc(S(=O)(=O)CCC(=O)O)cc1
 : 2%	-12	2	0%	0%	1%[57.4 µM]	0.2	.	-1%
- Cc1cc(C)cc(C(=O)NN2CCN(C)CC2)c1
 : 1%	.	-11	?	-2%	-8%	.	-12%	1%
- Cc1cc(Br)ccc1NC(=O)C1(S(=O)(=O)c2ccc(Cl)cc2)CC1
 : -1%	.	4	6%	-3%	?	0.2	2%	3%
- CCOC(=O)C1CCCN(CC(=O)Nc2c(C(=O)OC)[nH]c3ccc(Br)cc23)C1 (centres undefined)
 : 2%	2	4	-31%	-5%	11%	1.6	4%	-4%
- CCCCNC(=S)N/N=C1\C(=O)c2cccc3cccc1c23
 : -9%	-11	-5	-4%	-5%	-26%	1.5	-4%	-1%
- Cc1ccc(C(=O)Nc2c(C)n(C)n(-c3ccccc3)c2=O)cc1
 : 2%	0	-4	-24%	-1%	-2%	-0.9	-3%	5%

Other results
Results follow in this order: Vif-A3F inh	D2 antagonist	LDHA inh	RGS4 inh	Glioma ERSR ind	ALOX12 inh	D2 ag	ERG-DNA inh	Vif-A3G inh
- Cc1ccc2c(c1)CC(C)N2S(=O)(=O)c1nnc(NC(=O)CC(C)C)s1 (centres undefined)
 : 0%&3%	7	-8&-8	-7%&-8%	-4%&-4%	-3%&-14%	-1.1&-1.0	-4%&9%	-2%&11%
- Cc1cccc(OCC2=NS(=O)(=O)c3ccccc3N2)c1
 : -8%	-11	-6	-5%	7%	40%[activator]	-1.3	-3%	-1%
- COc1ccc(C(=O)Nc2nc3nc(C)c(Cc4ccccc4)c(=O)n3[nH]2)cc1OC
 : 0%	.	-3	1%	-2%	0%	-1.3	-11%	5%
- CCCCCn1c(=N)c(S(=O)(=O)c2ccc(Cl)cc2)cc2c(=O)n3cccc(C)c3nc21
 : 6%	10	-3	18%	-1%	.	0.1	-1%	5%
- CC1CC(C)CN(C(=O)COC(=O)/C=C/c2cccc([N+](=O)[O-])c2)C1 (centres undefined)
 : -2%	-33	-5	17%	-3%	0%	0.1	13%	0%

Some of the compounds tested. The share of hits here may be higher or lower than overall.
